# Compound activity: PubChem BioAssay, several laboratories
# 3CLpro inhibitor = SARS-CoV 3CLpro protease inhibitors, primary screen, biochemical, quenched FRET; inhibition, % at 6 µM; Replicase polyprotein 1ab (Severe acute respiratory syndrome coronavirus), P0C6X7; 290,000 compounds, 0.14% hits; recombinant SARS-CoV 3CLpro, quenched FRET peptide cleavage; in the data active = inhibition above about 12%
# VHR inh abs = VHR1 phosphatase inhibitors, primary screen, biochemical, absorbance, uHTS | recombinant VHR phosphatase, pNPP absorbance | inhibition, % at 13.3 µM | 290,000 compounds, 0.52% hits; in the data active = inhibition above about 50%; note: some compounds called inactive have numbers as strong as hits
# Target sequence (P51452 whole entry, looked up): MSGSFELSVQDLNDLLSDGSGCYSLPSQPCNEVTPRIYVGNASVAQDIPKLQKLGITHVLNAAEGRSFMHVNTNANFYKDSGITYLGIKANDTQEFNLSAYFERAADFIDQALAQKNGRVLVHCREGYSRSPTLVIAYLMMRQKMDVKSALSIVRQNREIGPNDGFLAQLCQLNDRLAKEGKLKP
# PrPC surface inh = inhibitors of human cell surface prion protein PrPC, primary screen, cell-based, TR-FRET; TR-FRET read-out; AID 720596, 2013; 370,000 compounds, 0.43% hits; Major prion protein (Homo sapiens), P04156; inhibition, % at 13.8 µM; in the data active = inhibition above about 24%; note: 0% = median of the test wells and 100% = reference compound wells
# PriA SSB inh = inhibitors of Klebsiella pneumoniae PriA binding to SSB C-terminal tail, primary screen, biochemical, AlphaScreen | PriA–SSB C-terminal tail interaction (Klebsiella pneumoniae) | AlphaScreen SSBct-PriA binding, biotinylated peptide | inhibition, % at 33 µM | 430,000 compounds, 0.6% hits; in the data active = inhibition mostly above about 37%, no sharp cut-off; inactive = mostly below about 20%;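 note: plate controls were negative control peptide for no effect and reference peptide for full effect; strong numbers were not always called active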
# CCHF vOTU inh = CCHFV vOTU protease inhibitors, primary screen, biochemical, Pep-AMC substrate, fluorescence. Crimean-Congo hemorrhagic fever virus L polyprotein viral ovarian tumor (vOTU) protease …. inhibition, % at 11.5 µM. 370,000 compounds, 0.55% hits. AID 651958, 2012; in the data active = inhibition above about 30%; note: 0% = vehicle wells with enzyme and 100% = no enzyme wells
# BoNT F protease = BoNT/F light chain protease inhibitors, primary screen, biochemical, flow cytometry, MLPCN library; Multiplex microsphere protease cleavage assay; inhibition, % at 10 µM; AID 588497, 2011; 360,000 compounds, 0.22% hits; in the data active = inhibition above about 35%, passing the limit was not always enough; inconclusive = no clear call, values can overlap the other calls; note: plate controls were buffer without enzyme for full effect and enzyme alone for no effect
# MazF activator = activators of E. coli MazEF toxin-antitoxin RNase, primary screen, biochemical, fluorescence, uHTS. 350,000 compounds, 0.32% hits. FAM/BHQ RNA-DNA oligo cleavage fluorescence, 5 h. activation, % at 20 µM; in the data active = activation above about 50%
# Target sequence (P0AE70 whole entry, looked up): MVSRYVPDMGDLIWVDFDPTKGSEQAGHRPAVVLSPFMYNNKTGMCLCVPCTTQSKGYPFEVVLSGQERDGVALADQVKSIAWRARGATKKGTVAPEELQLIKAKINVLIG
# BoNT-A LC inh2 = BoNT/A light chain protease inhibitors, primary screen, biochemical, flow cytometry, MLPCN library | inhibition, % at 10 µM | Botulinum neurotoxin type A light chain protease (Clostridium botulinum A str. ATCC 3502) | 360,000 compounds, 0.17% hits | multiplex microsphere protease substrate cleavage | AID 588499, 2011; note: plate controls were buffer without enzyme for full effect and enzyme alone for no effect
# Anthrax LF inh2 = Bacillus anthracis LF protease inhibitors, primary screen, biochemical, multiplex microsphere, MLPCN library. 360,000 compounds, 0.12% hits. multiplex microsphere protease cleavage assay. inhibition, % at 10 µM; note: plate controls were buffer without enzyme for full effect and enzyme alone for no effect
# Rv3671c protease = Rv3671c serine protease inhibitors, primary screen, biochemical, fluorescence polarization, M. tuberculosis H37Rv. 320,000 compounds, 0.048% hits. inhibition, % at 5.96 µM; in the data active = inhibition above about 38%;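 note: extracellular domain of Rv3671c used as enzyme; 0% = enzyme with DMSO and 100% = no enzyme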
# Target sequence (P9WHR9 whole entry, looked up, the tested form may be a part): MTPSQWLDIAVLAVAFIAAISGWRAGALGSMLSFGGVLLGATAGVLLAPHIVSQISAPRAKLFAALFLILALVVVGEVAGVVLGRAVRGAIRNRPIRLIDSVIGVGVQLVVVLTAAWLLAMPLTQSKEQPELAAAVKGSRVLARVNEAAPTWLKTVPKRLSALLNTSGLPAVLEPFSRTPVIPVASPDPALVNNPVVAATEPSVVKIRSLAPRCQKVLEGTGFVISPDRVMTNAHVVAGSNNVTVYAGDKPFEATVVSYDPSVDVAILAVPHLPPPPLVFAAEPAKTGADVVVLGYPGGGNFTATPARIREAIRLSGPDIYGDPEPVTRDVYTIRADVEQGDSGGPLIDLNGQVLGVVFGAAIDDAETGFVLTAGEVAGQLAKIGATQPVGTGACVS
# * marks the source's active call; other numbers are inactive results; ? = inconclusive; . = not tested or not shown. Cut-off read from the data, not from the text of the source, unless noted: active = inhibition above about 30%; inconclusive = no clear call, values can overlap the other calls; inactive = below that.
SMILES,3CLpro inhibitor,VHR inh abs,PrPC surface inh,PriA SSB inh,CCHF vOTU inh,BoNT F protease,MazF activator,BoNT-A LC inh2,Anthrax LF inh2,Rv3671c protease
O=C(CN1C(=O)c2ccc([N+](=O)[O-])cc2C1=O)NC1CCS(=O)(=O)C1 (centres undefined),.,.,-11,-6,-2,-2,-6,2.8,3,-4
O=[N+]([O-])c1cc(CN(CCO)CCO)ccc1O,-4,21,-4,-8,12,-8,4,-1.7,-9,2
O=C(CCSc1nc(-c2ccco2)cc(C(F)(F)F)n1)NCCc1ccccc1,-4,2,-1,-7,6,5,-18,-0.1,-4,-11
COC(=O)c1ccc(CSC(=N)N)o1,0,22,3,-12,-12,-11,7,-1.2,-5,2
COc1ccc(N2CCN(C(=O)COC(=O)c3cccc(OC)c3O)CC2)cc1,.,.,3,9,-2,-10,-3,-0.2,-5,5
COCCCNC(=O)C[C@H]1C[C@H](C(=O)N2CCOCC2)[C@@]2(C)c3[nH]c4ccc(Cl)cc4c3CCN2C1=O,.,.,-6,-10,-1,3,10,0.3,-5,.
O=C(NCCS(=O)(=O)N1CCCC1)c1ccccc1,.,.,3,.,-3,21,2,0.4,3,0
O=C(COc1ccccc1Cl)N1CCN(c2ccc([N+](=O)[O-])c(N3CCCCC3)c2)CC1,2,14,1,26,-5,-6,-5,1.5,-8,-2
O=C(COc1ccc(Br)cc1)NCCNC(=O)c1ccncc1,0,19,-8,-19,3,10,8,0.6,-3,-5
O=C(Oc1ccc(N(C(=O)c2ccncc2)S(=O)(=O)c2ccc(F)cc2)cc1)c1ccncc1,6,11,8,-19,4,-6,-6,0.4,-1,9
CCc1ccccc1NC(=O)Cn1nnc(C(=O)NCc2cccc(OC)c2)c1N,1,21,-1,10,25,-2,1,0.0,-2,10
CN1C(=O)[C@H]2[C@@H](c3ccc(C(F)(F)F)cc3)N[C@]3(CCCN(Cc4ccc(Br)cc4)C3=O)[C@H]2C1=O,.,.,15,.,0,2,1,-0.2,1,.
CCN(/N=C/c1ccccc1)c1cc(=O)n(C)c(=O)[nH]1,4,-2,-5,.,15,-1,1,-0.2,-1,-4
Cc1cc(N(C(=O)c2ccco2)C(C(=O)NC2CCCCC2)c2ccccc2)ccc1-n1cnnn1 (centres undefined),3,11,-3,1,-20,-2,-9,1.0,-4,-10
Cc1ccc(S(=O)(=O)N2CCN(C(=O)c3cc(=O)c4ccccc4o3)CC2)cc1,-3,-23,-2,0,-7,-4,3,-0.8,-5,9
COc1ccc(OCCN(C)CC(=O)Nc2ccccc2SC)cc1,1,-12,11,-9,-10,2,-10,-0.4,-1,-12
COC(=O)CC(NC(=O)CN1CCN(c2ccc(F)cc2)CC1)c1cccc(F)c1 (centres undefined),-2,28,-12,3,1,0,3,3.2,13,5
CCOC(=O)c1cc(C)nc(S(C)(=O)=O)c1C#N,4,22,-7,-4,-9,15,-4,-0.5,-10,8
CCCOc1ccc(C2=CC(=O)C[C@H](c3ccc(OC)cc3)C2)cc1,.,.,-7,7,10,1,-6,-0.1,-8,-12
COc1ccc(CCn2c(N)cc(=O)[nH]c2=O)cc1OC,2,6,1,-11,-16,2,-2,0.0,1,-2

# Eleven entries out of the list, ordered by count of non-hydrogen atoms, smallest number first:
SMILES,3CLpro inhibitor,VHR inh abs,PrPC surface inh,PriA SSB inh,CCHF vOTU inh,BoNT F protease,MazF activator,BoNT-A LC inh2,Anthrax LF inh2,Rv3671c protease
CCOC(=O)c1cc(C)nc(S(C)(=O)=O)c1C#N,4,22,-7,-4,-9,15,-4,-0.5,-10,8
CCN(/N=C/c1ccccc1)c1cc(=O)n(C)c(=O)[nH]1,4,-2,-5,.,15,-1,1,-0.2,-1,-4
COc1ccc(CCn2c(N)cc(=O)[nH]c2=O)cc1OC,2,6,1,-11,-16,2,-2,0.0,1,-2
O=C(COc1ccc(Br)cc1)NCCNC(=O)c1ccncc1,0,19,-8,-19,3,10,8,0.6,-3,-5
O=C(CN1C(=O)c2ccc([N+](=O)[O-])cc2C1=O)NC1CCS(=O)(=O)C1 (centres undefined),.,.,-11,-6,-2,-2,-6,2.8,3,-4
O=C(CCSc1nc(-c2ccco2)cc(C(F)(F)F)n1)NCCc1ccccc1,-4,2,-1,-7,6,5,-18,-0.1,-4,-11
CCc1ccccc1NC(=O)Cn1nnc(C(=O)NCc2cccc(OC)c2)c1N,1,21,-1,10,25,-2,1,0.0,-2,10
O=C(Oc1ccc(N(C(=O)c2ccncc2)S(=O)(=O)c2ccc(F)cc2)cc1)c1ccncc1,6,11,8,-19,4,-6,-6,0.4,-1,9
CN1C(=O)[C@H]2[C@@H](c3ccc(C(F)(F)F)cc3)N[C@]3(CCCN(Cc4ccc(Br)cc4)C3=O)[C@H]2C1=O,.,.,15,.,0,2,1,-0.2,1,.
Cc1cc(N(C(=O)c2ccco2)C(C(=O)NC2CCCCC2)c2ccccc2)ccc1-n1cnnn1 (centres undefined),3,11,-3,1,-20,-2,-9,1.0,-4,-10
COCCCNC(=O)C[C@H]1C[C@H](C(=O)N2CCOCC2)[C@@]2(C)c3[nH]c4ccc(Cl)cc4c3CCN2C1=O,.,.,-6,-10,-1,3,10,0.3,-5,.

# Following part.
SMILES,3CLpro inhibitor,VHR inh abs,PrPC surface inh,PriA SSB inh,CCHF vOTU inh,BoNT F protease,MazF activator,BoNT-A LC inh2,Anthrax LF inh2,Rv3671c protease
COC(C(=O)NC1CC1)c1ccccc1 (centres undefined),-6,6,-2,0,-13,8,-2,-0.2,-1,-4
c1ccc(-c2[nH]ncc2CN2CCc3ccccc3C2)cc1,0,6,-6,0,0,?,-1,-2.0,6,-1
CCc1ccccc1NC(=O)CSc1nnc([C@H](CCSC)NC(=O)OC(C)(C)C)o1,1,-4,3,-13,7,-3,8,-0.4,1,2
O=C1CN(C(=O)N[C@@H](Cc2ccccc2)C(=O)N[C@H](C(=O)O)c2ccccc2)c2ccccc2N1,1,-13,0,5,6,5,3,0.5,-1,-2
CC(=O)CCC(=O)CNC(=O)CC[C@H]1O[C@@H](n2ccc(=O)[nH]c2=O)[C@H](O)[C@@H]1O,.,.,-2,.,-2,2,.,-0.1,-4,.
Cc1ccsc1/C=N/NC(=O)c1cccs1,4,35,-1,.,-1,-15,0,-0.8,0,-3
CC1(C)Oc2c(ccc(O)c2CN2CCOCC2)C2=C1CCCC2,.,.,7,21,-6,-1,3,0.2,9,.
O=C(O)CC(c1ccccc1)n1cnnn1 (centres undefined),3,21,8,-15,3,-33,7,-1.4,-3,1
Cc1cc(C)c2nc(N3CCC(C(=O)NCC4CCCO4)CC3)sc2c1 (centres undefined),0,-20,-4,-6,7,5,2,0.0,2,-7
CCCn1cnc2c(sc3nc4c(cc32)CSC(C)(C)C4)c1=O,-6,-2,-5,-7,6,-12,5,?,1,-13
Cc1cccc(Nc2sc(C(=O)c3cc4cc(Cl)ccc4o3)c(N)c2C#N)c1,-1,27,-1,-13,-6,-3,-9,0.7,-1,-5
CC(=O)Nc1ccc(NS(=O)(=O)c2cc(Cl)sc2Cl)cc1,-1,-9,2,-8,-12,-10,3,-2.2,-8,3
Cc1ccc(CN2CCN(CC(=O)NCc3ccccc3)CC2)cc1,5,29,0,6,12,?,-1,-0.8,4,.
COc1ccc(NC(=O)COC(=O)c2ccc(S(=O)(=O)N3CCCCCC3)cc2)c(OC)c1,.,.,4,-12,1,6,-34,-2.4,1,.
O=C(CSc1nnc2c(n1)[nH]c1ccccc12)NCc1ccco1,1,13,-4,-1,13,0,2,-1.3,1,-12
COc1ccc([C@@H]2[C@@H]3C(=O)N(C(C)(C)C)C(=O)[C@@H]3[C@]3(Cc4ccc(Cl)cc4)C(=O)N(c4cccc(Br)c4)C(=O)N23)cc1,0,13,-2,-16,9,-2,-19,0.7,-2,2
COc1ccc(CN2CCN(C(=O)c3cccc4ccccc34)CC2)cc1OC,0,4,5,3,12,-35,2,-7.5,12,6
CCOc1ccc(N(C)C(=O)CCc2nnc3ccc(N4CCC5(CC4)OCCO5)nn23)cc1,4,9,2,9,12,-1,0,7.1,6,6
N#C/C(=C\c1cccs1)Sc1nc2ccccc2s1,7,10,-5,-8,12,0,-16,0.7,0,-3
CCn1nc(C)c(CNC(=O)C2CCC(=O)N(CCc3ccc(Cl)cc3)C2)c1C (centres undefined),2,10,-6,-8,-8,9,-7,1.8,-1,-9
CCOC(=O)c1ccc(NC(=O)Cn2ccc([N+](=O)[O-])n2)cc1,2,23,-3,3,6,-12,-8,-1.4,-4,2
COc1cc(C2c3cc4c(cc3C(O)C3COC(=O)C23)OCO4)cc(OC)c1OC (centres undefined),.,.,5,-9,20,-2,10,0.0,-9,.
Cc1ccc(N2CCN(C(=O)c3cc(C(=O)c4ccccc4C)c[nH]3)CC2)c(C)c1,-6,-17,-5,4,2,-2,-1,-0.7,0,1
CC1CC(C)CN(S(=O)(=O)c2ccc(C(=O)N3CCN(c4ccccc4)CC3)cc2)C1 (centres undefined),0,32,2,-11,-4,-20,-7,-2.1,1,6
Cc1ccc2c(c1)C1CN(C)CCC1N2C(=O)c1ccc(Br)o1 (centres undefined),4,-12,-7,8,-13,-8,5,0.3,-4,2
O=C(CSc1nccc(=O)[nH]1)Nc1ccc2c(c1)OCCO2,-5,7,0,-2,1,1,-27,-0.7,-8,1
CC(=O)C1(O)CCC2C3CCC4=C(Cl)C(=O)CCC4(C)C3CCC21C (centres undefined),.,.,-2,-4,3,-3,4,-0.8,-6,.
O=C(NO)c1cc(OCC(F)(F)F)ccc1OCC(F)(F)F,-3,23,12,-9,12,13,3,-0.2,?,2
Cn1c(SCC(=O)NC(=O)c2cccc([N+](=O)[O-])c2)nnc1-c1ccc(F)cc1,-2,7,-7,3,3,-2,8,-0.3,0,-5
COc1ccc(Cl)cc1C(=O)NNC(=O)c1ccncc1,3,14,-7,4,5,?,-10,-4.5,-8,2
CCc1nc(N2CCN(C(=O)c3ccco3)CC2)c2oc3ccccc3c2n1,0,52*,3,10,1,-5,3,-0.5,-6,2
O=C1CC(=O)N(Cc2ccccc2)C(=S)N1,1,3,1,-8,4,-13,1,-2.6,1,-25
COc1ccc(S(=O)(=O)N2CCCCC2C(=O)O)cc1OC (centres undefined),-1,-16,-6,-2,-8,5,5,-1.2,-3,4
COc1ccc(C(=O)N2CCC3(CC2)NCCc2[nH]cnc23)cc1,4,2,-7,1,14,-6,-6,-0.1,-2,2
O=C(O)C(NC(=O)c1ccccc1)=C(Cl)Cl,-2,.,-4,-9,-10,-3,1,-0.6,-20,-7
Cc1cc(/C=C2\SC(N)=NC2=O)c(C)n1-c1ccc(F)cc1,-9,0,-7,.,9,-6,-14,-1.2,-4,-1

# Not all compounds are listed; rates above refer to the full screens.
